Screening data (PubChem BioAssay)
RGS4-Gao reg = human RGS4-Galphao interaction regulation; AID 1415; binding response (% of control), % at 10 µM; actives 0.33% (n = 220,000); Multiplexed bead flow cytometry, RGS4-Galphao binding; actives lie on both sides; in the data active = binding response below about 49% or above about 150%; inactive = in between;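 note: fluorescent Galphao activated with aluminum fluoride binding bead-coupled RGS4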
Target sequence (P09471 whole entry, looked up): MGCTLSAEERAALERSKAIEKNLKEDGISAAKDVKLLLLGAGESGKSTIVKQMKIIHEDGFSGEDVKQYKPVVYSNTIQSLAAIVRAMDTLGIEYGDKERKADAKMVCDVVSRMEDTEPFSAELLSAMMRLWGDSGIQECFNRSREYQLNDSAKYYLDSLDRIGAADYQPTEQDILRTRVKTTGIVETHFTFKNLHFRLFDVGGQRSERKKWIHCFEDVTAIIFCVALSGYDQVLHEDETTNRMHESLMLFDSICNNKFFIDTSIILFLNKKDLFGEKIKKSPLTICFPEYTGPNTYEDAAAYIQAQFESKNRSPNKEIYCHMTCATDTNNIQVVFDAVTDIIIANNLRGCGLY
Bcl-2 Bim block = inhibitors of Bim-Bcl-2 interaction, human | actives 0.06% (n = 190,000) | inhibition, % at 10 µM | Bead-based flow cytometry, Bim peptide-Bcl-2 binding; in the data active = inhibition above about 40%; inconclusive = no clear call, values can overlap the other calls;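 note: 0% = no compound wells with probe peptide and 100% = reference peptide inhibitor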
Target sequence (P10415 whole entry, looked up): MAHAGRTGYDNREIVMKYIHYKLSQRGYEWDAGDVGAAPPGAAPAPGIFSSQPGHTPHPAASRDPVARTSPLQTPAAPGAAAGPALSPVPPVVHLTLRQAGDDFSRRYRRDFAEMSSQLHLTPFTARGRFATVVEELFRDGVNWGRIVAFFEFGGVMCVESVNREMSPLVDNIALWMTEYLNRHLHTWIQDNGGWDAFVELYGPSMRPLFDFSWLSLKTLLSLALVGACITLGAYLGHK
Bim-Bcl-B = human Bim-Bcl-B interaction inhibition; Q9HD36; bead-based flow cytometry, Bim peptide-Bcl-B binding; inhibition, % at 10 µM; actives 0.073% (n = 190,000); AID 951;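 note: 0% = tracer peptide without compound and 100% = reference inhibitor peptide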
RGS8-Gao reg = modulates binding of RGS8 to human Galphao; response (percent of control binding), % at 10 µM; multiplexed bead flow cytometry; actives lie on both sides; actives 0.34% (n = 220,000); in the data active = response below about 60% or above about 140%; inactive = in between;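 note: Galphao activated as the GDP aluminium fluoride complex binding bead-coupled RGS8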
Bcl-XL Bim block = disrupts Bim peptide binding to human Bcl-XL | bead flow cytometry, fluorescence | inhibition, % at 10 µM | actives 0.04% (n = 190,000) | AID 1007
Target sequence (Q07817 whole entry, looked up): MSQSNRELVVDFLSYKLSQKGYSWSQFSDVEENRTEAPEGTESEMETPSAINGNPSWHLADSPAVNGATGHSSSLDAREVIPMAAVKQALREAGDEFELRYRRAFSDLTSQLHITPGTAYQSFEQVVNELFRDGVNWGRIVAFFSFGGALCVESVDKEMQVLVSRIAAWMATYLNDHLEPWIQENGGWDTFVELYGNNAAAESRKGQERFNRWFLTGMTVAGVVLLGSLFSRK
Mcl-1 Bim block = disrupts Bim peptide binding to human Mcl-1 | Bead-based flow cytometry, Bim peptide-Mcl-1 binding | inhibition, % at 10 µM | actives 0.1% (n = 190,000) | AID 1009;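 note: 0% = no compound tracer wells and 100% = peptide blocker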
GSH fluor = GSH bead compound fluorescence profile; GSH beads flow cytometry, compound fluorescence 488/530 nm; stronger effect = higher value; fluorescence (KMESF) at 10 µM; actives 0.25% (n = 190,000); AID 1776; in the data active = fluorescence above about 89;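 note: glutathione beads carrying GST-tagged Bcl family fusion proteins plus one bare bead set; values are compound well signal with DMSO vehicle wells as background; inactives centre near 16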
Bcl-W Bim block = human Bim-Bcl-W interaction inhibition; bead-based flow cytometry, Bim peptide-Bcl-W binding; inhibition, % at 10 µM; Q92843; actives 0.02% (n = 190,000); AID 952;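 note: 0% = bound tracer without compound and 100% = peptide blocker; higher means less fluorescent Bim peptide bound to Bcl-W beads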
Target sequence (Q92843 whole entry, looked up): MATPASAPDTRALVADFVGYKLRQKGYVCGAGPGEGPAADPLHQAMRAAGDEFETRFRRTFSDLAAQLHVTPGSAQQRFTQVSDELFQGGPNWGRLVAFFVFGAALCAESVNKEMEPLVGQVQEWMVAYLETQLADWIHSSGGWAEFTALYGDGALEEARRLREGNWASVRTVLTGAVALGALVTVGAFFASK
Mcl1 Bid PPI = disrupts binding of human Mcl-1 to Bid peptide; Q07820; inhibition, % at 21.7 µM; actives 0.97% (n = 220,000); TR-FRET Mcl-1/Bid-Dy647 peptide binding, 1536-well;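 active = compounds that cut the binding signal by more than half at the single screening dose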;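 note: His-tagged Mcl-1 with europium anti-His antibody binding Bid BH3 peptide; 0% = Mcl-1 plus peptide wells and 100% = peptide-only wells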
RGS7-Gao reg = modulates binding of RGS7 to human Galphao; P09471; Multiplexed bead flow cytometry; actives lie on both sides; binding response (% of control), % at 10 µM; actives 0.35% (n = 220,000); AID 1439; in the data active = binding response below about 49% or above about 150%; inconclusive = no clear call, values can overlap the other calls; inactive = in between;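 note: fluorescent Galphao held in activated GDP-AlF4 state binding bead-coupled RGS7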
Bim-Bfl-1 = disrupts Bim binding to human Bfl-1. Q16548. Bead-based flow cytometry, Bim-Bfl-1 binding inhibition. inhibition, % at 10 µM. actives 0.12% (n = 190,000). AID 1008;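 note: 0% = wells without compound plus tracer and 100% = blocker peptide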
* = called active by the depositor; u = inconclusive. Cut-off read from the data, not from the text of the source, unless noted: active = inhibition above about 40%. Compounds were not picked by outcome (roughly 1.8% active in at least one column).

Start of the data: the first 2 records, to show the layout:
SMILES | RGS4-Gao reg | Bcl-2 Bim block | Bim-Bcl-B | RGS8-Gao reg | Bcl-XL Bim block | Mcl-1 Bim block | GSH fluor | Bcl-W Bim block | Mcl1 Bid PPI | RGS7-Gao reg | Bim-Bfl-1
O=C(Cn1c(COc2ccccc2)nc2ccccc21)Nc1cc(Cl)ccc1Cl | 98 | -3 | -10 | 102 | -7 | -7 | 9 | -8 | 10 | 99 | -4
CC(=O)Nc1ccc(OCC(O)Cn2ccnc2C)cc1 (stereo not drawn) | 101 | 1 | -3 | 100 | 0 | 2 | 19 | 2 | -16 | 102 | -4

All compounds of this part (from the top)
SMILES | RGS4-Gao reg | Bcl-2 Bim block | Bim-Bcl-B | RGS8-Gao reg | Bcl-XL Bim block | Mcl-1 Bim block | GSH fluor | Bcl-W Bim block | Mcl1 Bid PPI | RGS7-Gao reg | Bim-Bfl-1
O=C(Cn1c(COc2ccccc2)nc2ccccc21)Nc1cc(Cl)ccc1Cl | 98 | -3 | -10 | 102 | -7 | -7 | 9 | -8 | 10 | 99 | -4
CC(=O)Nc1ccc(OCC(O)Cn2ccnc2C)cc1 (stereo not drawn) | 101 | 1 | -3 | 100 | 0 | 2 | 19 | 2 | -16 | 102 | -4
O=C(CN1CCN(c2ccccc2)CC1)N1CCN(c2ccccc2)CC1 | 100 | -7 | -4 | 101 | -7 | -4 | 26 | -1 | -34 | 102 | -4
O=c1c2ccccc2nnn1Cc1ccccc1Cl | 97 | -5 | -2 | 100 | 0 | -2 | 16 | 1 | -13 | u | -5
O=C(Nc1ccc(Cl)c(S(=O)(=O)N2CCOCC2)c1)c1ccccn1 | 99 | -5 | -2 | 102 | 0 | -1 | 14 | 2 | -10 | u | -6
COc1cc(NC(=S)NC(=O)c2ccccc2F)ccc1NC(=O)c1ccco1 | 98 | -1 | -11 | 89 | 0 | -7 | 5 | -2 | 53* | 102 | 4
Cc1ccc2nsnc2c1NC(=O)CCc1ccccc1 | 103 | -1 | -3 | 106 | -4 | -2 | 13 | -2 | -30 | 104 | -1
C=CCNC(=O)CC1C(=O)NCCN1Cc1ccc(-c2ccccc2)cc1 (stereo not drawn) | 101 | -1 | 3 | 102 | 0 | 1 | 19 | 0 | -47 | 99 | -3
Nc1cnn(Cc2ccccc2F)c1 | 95 | -3 | -4 | 99 | -3 | -1 | 12 | -5 | -63 | u | -4
Cc1ccc(C)c(N(CC(=O)NCc2ccco2)C(=O)CCC(=O)Nc2ccccn2)c1 | 97 | -11 | -10 | 98 | -11 | -9 | 25 | -5 | -20 | 97 | -25
COc1ccc(C(C)=O)cc1COC(=O)c1cnc(Cl)c(Cl)c1 | 98 | 4 | -2 | 98 | 0 | 0 | 28 | -2 | 25 | 100 | 0
Cc1ccc(NC(=O)CCNC(=O)c2ccc(Cl)cc2)cc1F | 102 | 0 | -1 | 101 | -4 | -1 | 8 | 1 | -24 | 101 | -1
CC(=O)Nc1nc2ccccc2[nH]1 | 96 | -3 | -1 | 99 | -3 | -1 | 18 | -2 | -6 | 97 | -4
COc1ccccc1Cc1nc(-c2ccncc2)no1 | 103 | -6 | -4 | 106 | -3 | -1 | 16 | -2 | -3 | 100 | -4
Cc1cccc2cc(CN(C(=S)NCC(C)C)C3CCCC3)c(=O)[nH]c12 | 102 | -2 | -10 | 103 | -8 | 0 | 17 | -3 | -30 | 103 | -9
O=C(CCN1CCN(CCO)CC1)Nc1ccc(C2CCCC2)cc1 | 100 | -4 | -2 | 100 | -3 | -1 | 12 | -1 | -4 | u | 0
CC(=NCCc1ccccc1)C1=C(O)COC1=O | 101 | -10 | -8 | 101 | 12 | 0 | 38 | -1 | -2 | 100 | -12
O=C(CN1CCN(c2ccccc2)CC1)N1CCc2[nH]c3ccccc3c2C1 | 102 | 0 | -2 | 102 | 1 | -1 | 9 | 0 | -36 | 99 | 1
C=CCNC(=O)c1ccc(C2SCC(=O)N2Cc2ccccc2)cc1 (stereo not drawn) | 100 | 4 | -2 | 103 | 0 | 2 | 22 | 0 | -43 | 100 | 0
CCN1CCN(C(c2cccs2)C(C)NS(=O)(=O)c2ccc(Br)cc2)CC1 (stereo not drawn) | 92 | -2 | -2 | 99 | -4 | -3 | 9 | -4 | -23 | 99 | -3
Cn1cnnc1SCC(=O)Nc1ccccc1F | 104 | 1 | -1 | 101 | -4 | -5 | 16 | -1 | -6 | u | 3
CCOc1ccc(S(=O)(=O)Nc2ccccc2C(=O)N2CCCC2)cc1 | 97 | 2 | -3 | 101 | 0 | 0 | 27 | 3 | -20 | 96 | -1
CC(=O)Nc1ccc(/C(C)=N/NC(=O)c2ccc(CN3CCOCC3)cc2)cc1 | 96 | -3 | 0 | 106 | -1 | 1 | 10 | -1 | 0 | 100 | 0
O=C(Nn1cnc2ccccc2c1=O)c1ccc([N+](=O)[O-])cc1Cl | 102 | -1 | 0 | 100 | 1 | 0 | 11 | 0 | -1 | 97 | -5
NS(=O)(=O)c1ccc(NC(=O)COC(=O)c2cn(-c3ccccc3)nc2-c2ccc(F)cc2)cc1 | 98 | -1 | -5 | 98 | -7 | -2 | 11 | -3 | -16 | 97 | -1
Nc1cc(Cl)ccc1N1CCCCCC1 | 108 | -3 | 1 | 102 | 0 | 0 | 18 | 3 | 2 | 105 | -3
COc1ccccc1NC(=O)CN1CCN(CC(=O)Nc2ccc(OCc3ccccc3)cc2)CC1 | 100 | -9 | -8 | 102 | -6 | -3 | 5 | 0 | -10 | 95 | -17
c1ccc(CNc2ccc3c(c2)ncn3C2CCCCC2)nc1 | 98 | 4 | -1 | 100 | 0 | 0 | 13 | 2 | -27 | 95 | 8
COc1ccc(CCC(=O)Nc2c(C)n(C)n(-c3ccccc3)c2=O)cc1 | 102 | -4 | -1 | 104 | 0 | 1 | 17 | 1 | -35 | 103 | -4
O=[N+]([O-])c1ccccc1Oc1ccc(C(F)(F)F)cn1 | 93 | -1 | -2 | 96 | 0 | 0 | 12 | 0 | -3 | 89 | -4
CCNC(=S)NS(=O)(=O)c1ccc(CC)cc1 | 102 | 4 | -6 | 101 | -2 | -2 | 16 | -3 | 0 | 102 | 1
Nc1ccc(C(=O)N/N=C2\CCCc3c2[nH]c2ccccc32)cc1 | 101 | -4 | -1 | 99 | -1 | 0 | 8 | 0 | -27 | 104 | -1
CCN1CCN(c2cc(-c3ccccc3)nc3cc(-c4cccc(F)c4)nn23)CC1 | 99 | -12 | -5 | 104 | 0 | -6 | 21 | -2 | -9 | 102 | 4
CN(c1cccc(NC(=O)CN(c2ccc(Cl)c(Cl)c2)S(=O)(=O)c2ccccc2)c1)S(C)(=O)=O | 100 | -4 | -7 | 101 | -6 | -6 | 9 | -1 | -11 | 98 | -1
CC(C)=C1C2CCC1C1C(=O)N(c3ccc4c(c3)OCO4)C(=O)C21 (stereo not drawn) | 102 | -2 | -2 | 102 | 0 | -2 | 27 | -1 | -8 | 104 | 2
COc1cc2c3c(c1)-c1c(sn(-c4cc(OC)ccc4OC)c1=S)C(C)(C)N3C(=O)C2=O | 96 | 0 | 0 | 94 | 0 | 0 | 13 | 3 | -13 | 102 | 0
COc1ccc(N2CCN(C(=O)CSc3ccc(C)cc3)CC2)cc1 | 94 | -1 | 0 | 97 | -1 | 0 | 13 | 0 | -26 | 94 | -4
Cc1ccc2c(c1)nnn2C1CCN(CC(=O)NNC(=O)c2ccco2)CC1 | 101 | -3 | -2 | 100 | -2 | -4 | 17 | -3 | 9 | 100 | 3
CN(C)C(=O)c1cc([N+](=O)[O-])cc([N+](=O)[O-])c1N(C)C | 99 | -7 | -2 | 101 | 3 | 1 | 6 | 3 | -23 | 100 | 0
O=C(NC1CCCCCC1)c1cc(=O)[nH]c2ccc(S(=O)(=O)N3CCOCC3)cc12 | 100 | -3 | -6 | 101 | -3 | -2 | 14 | -1 | -24 | u | -8
O=C(Nc1cccc(C(=O)N2CCOCC2)c1)c1cncc(Br)c1 | 101 | 0 | -4 | 103 | 0 | -1 | 27 | 2 | -37 | 103 | 0
O=C(CCl)N=c1sccn1Cc1ccc(Cl)cc1Cl | 99 | -1 | -1 | 102 | -7 | -4 | 10 | -2 | 2 | 107 | 4
CC1CCN(C(=O)CSc2nnc(Cc3cccn3C)n2-c2ccc(F)cc2)CC1 | 99 | -5 | -6 | 102 | -5 | -1 | 25 | 0 | -26 | 99 | -7
Nn1c(SCC(=O)Nc2ccc(F)c(F)c2)nnc1C1CCCCC1 | 96 | -2 | -1 | 95 | -2 | 0 | 19 | -3 | 3 | 97 | -2
COc1ccc(-n2c(SCC(=O)NCCC(C)C)nc3ccsc3c2=O)cc1 | 97 | -10 | -8 | 103 | -5 | 0 | 23 | 1 | -26 | 98 | -18
CC(=O)Nc1cccc(NC(=O)c2c(-c3c(Cl)cccc3Cl)noc2C)c1 | 83 | -2 | -1 | 89 | -1 | -3 | 23 | 0 | -2 | 94 | -1
CCCCOC(=O)CSC1=C(C#N)C(c2ccccc2OCC)C(C#N)C(=O)N1 (stereo not drawn) | 104 | -5 | -6 | 104 | -5 | -6 | 14 | -4 | -11 | 99 | -5
COc1cccc(C(=O)NCC(=O)OCC(=O)Nc2cc(OC)c([N+](=O)[O-])cc2C)c1 | 87 | 2 | 4 | 82 | 1 | -2 | 10 | 0 | -13 | 82 | 5
Cc1onc(-c2ccccc2Cl)c1C(=O)N1CCN(c2nc3ccccc3s2)CC1 | 102 | 2 | -1 | 101 | 0 | 0 | 26 | 0 | -14 | 101 | 0
O=C(c1ccc(F)cc1)N1C2CCC1CC(O)(c1ccccc1F)C2 (stereo not drawn) | 102 | 1 | 0 | 95 | 0 | 2 | 14 | 1 | -34 | 101 | 0
CCNC(=S)N1CCCCC1CO (stereo not drawn) | 96 | 3 | -7 | 104 | 0 | 0 | 18 | 0 | -49 | 96 | -2
O=C(CSc1nnc(SCc2ccccc2)s1)N/N=C/C=C/c1ccccc1[N+](=O)[O-] | 101 | -4 | -9 | 104 | -8 | -6 | 11 | -6 | 9 | 101 | 3
Cc1ccc(-c2nc(P(=O)(c3ccccc3)c3ccccc3)c(N3CCOCC3)o2)cc1 | 103 | -2 | -10 | 102 | -4 | -6 | 7 | -3 | -50 | 102 | -4
Cc1nc2cc(NC(=O)NCc3ccccc3)ccc2o1 | 101 | -8 | -11 | 100 | -4 | -5 | 27 | 0 | -19 | 100 | -11
CCC(=O)N1CCN(c2ccc(NC(=O)c3cc4ccccc4o3)cc2Cl)CC1 | 104 | 0 | 0 | 105 | 1 | 0 | 15 | 1 | -1 | 107 | 2
O=C(OCCCN=C1NS(=O)(=O)c2ccccc21)c1ccc([N+](=O)[O-])cc1 | 102 | -2 | 0 | 102 | -1 | 1 | 11 | 0 | -13 | 97 | -4
COCCOC(=O)c1c(C)oc2ccc(NS(=O)(=O)c3ccc(C(=O)O)cc3)cc12 | 101 | -1 | -3 | 100 | -2 | 0 | 11 | 0 | -26 | 98 | 1
COc1ccc(NC(=O)CC2C(=O)N(c3ccc(OC)cc3)C(=O)N2CCc2cccs2)cc1 (stereo not drawn) | 99 | 0 | -7 | 97 | -8 | -8 | 17 | -4 | -43 | 97 | -1
COc1ccccc1CC(=O)Nc1ccc(-c2noc(COc3cccc(C)c3C)n2)cc1 | 93 | -4 | -4 | 99 | -3 | -2 | 28 | -3 | -2 | 97 | -1
CCCCCCCCCCCC(=O)N/N=C/c1ccco1 | 101 | -1 | -1 | 100 | -1 | -2 | 20 | -1 | -5 | 101 | -4
